# Compound activity deposited in PubChem by several laboratories.
# Diaphorase act – counter-screen for diaphorase-based assays: diaphorase activators and chemical reducers. activation factor at 20 µM. 190,000 compounds, 0.005% hits. Diaphorase/resazurin coupled assay, resorufin fluorescence, 16 min; stronger effect = higher value; 1 = vehicle wells, 0 = NADH-free wells;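 active = diaphorase activity raised at least twofold by the compound at 20 µM; inactive = activation factor below 2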
#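 Test system: Clostridium kluyveri diaphorase, purified enzyme; input: enzyme 0.07 U/mL final; buffer or medium: 50 mM HEPES pH 7.4 with 4.542 mM MgCl2, 0.005% Tween 20; also added: 0.114 mM NADH and 0.1 mM resazurin, final amounts; schedule: 16 min enzyme reaction, ambient temperature; technique: fluorescence of resorufin, 544 nm excitation, 590 nm emission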
# TLR4-MyD88 BLA – inhibitors of human TLR4-MyD88 binding; 200,000 compounds, 0.18% hits; O00206+Q99836; inhibition, % at 8.4 µM; HeLa CL3-4 TLR4/MyD88 BLA complementation, FRET ratio; in the data active = inhibition above about 25%;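 also: 0% = vehicle and 100% = reference inhibitor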
# Target sequence (O00206 whole entry, looked up): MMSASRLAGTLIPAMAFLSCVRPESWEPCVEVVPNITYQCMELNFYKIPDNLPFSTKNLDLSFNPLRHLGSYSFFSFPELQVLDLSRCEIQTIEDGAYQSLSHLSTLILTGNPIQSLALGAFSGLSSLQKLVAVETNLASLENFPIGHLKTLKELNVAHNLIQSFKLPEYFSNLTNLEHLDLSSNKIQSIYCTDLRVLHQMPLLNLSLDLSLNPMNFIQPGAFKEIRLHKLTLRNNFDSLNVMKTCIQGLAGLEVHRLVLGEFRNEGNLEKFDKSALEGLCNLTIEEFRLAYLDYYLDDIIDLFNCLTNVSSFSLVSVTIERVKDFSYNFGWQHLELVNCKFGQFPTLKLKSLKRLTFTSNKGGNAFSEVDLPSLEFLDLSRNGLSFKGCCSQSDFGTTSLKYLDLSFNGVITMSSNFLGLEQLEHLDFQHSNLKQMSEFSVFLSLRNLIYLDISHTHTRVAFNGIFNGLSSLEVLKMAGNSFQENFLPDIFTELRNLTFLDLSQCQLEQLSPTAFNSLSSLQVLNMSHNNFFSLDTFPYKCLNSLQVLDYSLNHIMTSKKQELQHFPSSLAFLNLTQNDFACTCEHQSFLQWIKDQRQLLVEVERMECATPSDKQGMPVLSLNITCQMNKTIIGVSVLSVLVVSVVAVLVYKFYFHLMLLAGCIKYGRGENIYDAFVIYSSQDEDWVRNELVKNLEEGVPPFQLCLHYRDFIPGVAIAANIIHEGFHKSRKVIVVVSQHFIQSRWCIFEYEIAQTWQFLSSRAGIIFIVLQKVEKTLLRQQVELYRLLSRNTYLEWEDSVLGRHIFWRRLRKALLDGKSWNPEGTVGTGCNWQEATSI
# Target sequence (Q99836 whole entry, looked up): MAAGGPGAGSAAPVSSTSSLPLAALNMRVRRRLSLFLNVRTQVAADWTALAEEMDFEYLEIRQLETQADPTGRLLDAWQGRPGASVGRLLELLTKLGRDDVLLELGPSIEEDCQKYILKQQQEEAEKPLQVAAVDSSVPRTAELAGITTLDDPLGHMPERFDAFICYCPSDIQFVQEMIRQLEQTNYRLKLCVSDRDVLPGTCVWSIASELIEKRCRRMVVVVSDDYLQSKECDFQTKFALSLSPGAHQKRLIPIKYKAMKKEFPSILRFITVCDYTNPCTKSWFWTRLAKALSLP
# Diaph inh CS – inhibits diaphorase or chemically oxidizes, flagging diaphorase assay artifacts | diaphorase resazurin-to-resorufin fluorescence, NADH, 16 min; bacterial (C. kluyveri) enzyme, not human | inhibition, % at 20 µM | 190,000 compounds, 0.69% hits | AID 1217;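 active = primary screen inhibition at 20 µM above a set limit, cut at about 50% in these data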;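 also: plate controls were DMSO with full reaction for no effect and wells lacking NADH for full effect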
#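 Assay system: diaphorase enzyme from Clostridium kluyveri; Input: enzyme working solution with 0.14 U/mL diaphorase; Timing: 16 min at room temperature; Technique: resorufin fluorescence, excitation 544 nm, emission 590 nm; Benchmarks: positive control minus NADH, DMSO neutral control.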
# G6PDH counter – counter-screen for G6PDH assay hits: L. mesenteroides G6PDH inhibition; Purified L. mesenteroides G6PDH, diaphorase/resazurin coupled fluorescence, 45 min; inhibition, % at 5 µM; 200,000 compounds, 0.12% hits; AID 1020; in the data active = inhibition above about 50%
# STAT1 activator – increases IFN-gamma driven STAT1 reporter signal; NIH 3T3 STAT1-luciferase reporter, luminescence; 100% = IFN-gamma alone, no compound; activation (% of control), % at 5.5 µM; 200,000 compounds, 2.6% hits; AID 932;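 active = activation above the screen-wide mean activation plus 3 SD, cut at about 130% in these data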;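 also: raw ratio to IFN-gamma control signal so 100% means no change and 0% no light; values of inactives mirror those of a sister screen read the other way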
# STAT3 inh – inhibitors of IL-6 induced STAT3 signaling; U3A cells, IL-6 STAT3-luciferase reporter, luminescence; host cell line lacks STAT1; inhibition, % at 5.5 µM; 190,000 compounds, 0.89% hits; AID 862;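 active = inhibition above the mean inhibition across all screened compounds plus 3 SD, cut at about 44% in these data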;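 also: 0% = DMSO only wells and 100% = 100 µM nifuroxazide control wells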
# Hsp70 act – transcriptional activators of Hsp70; activation, % at 10 µM; 200,000 compounds, 0.04% hits; HeLa Hsp70 promoter luciferase reporter, luminescence; scaled: vehicle 0, proteasome-inhibitor control 100%;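 active = activation above the mean across all tested compounds plus 3 SD, cutoff set per campaign, cut at about 5.5% in these data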;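 also: 100% = MG132 at 30 µM as the positive control and 0% = DMSO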
# STAT3 act – increases IL-6 driven STAT3 reporter signal | 190,000 compounds, 0.91% hits | activation (% of control), % at 5.6 µM | U3A cells, IL-6 STAT3-luciferase reporter, luminescence; 100% = signal with IL-6 EC80 alone;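 active = activation above the screen-wide mean of compound activation plus 3 SD, cut at about 130% in these data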;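 also: 0% = background luminescence of wells with medium and substrate only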
#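 Material: human STAT1-deficient U3A cells with stable STAT3-luciferase reporter / Probe or stimulus: IL-6 stimulus at 33 ng/mL final / Schedule: 1 h compound pre-exposure, 6 h IL-6 stimulation, 37 °C / Technique: luminescence / Read-out basis: percent of IL-6-only median luminescence / Control set: IL-6-only high control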
# STAT1 inh – reduces IFN-gamma driven STAT1 reporter signal; 200,000 compounds, 0.35% hits; NIH 3T3 STAT1-luciferase reporter, luminescence; inhibition, % at 5.5 µM;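 active = inhibition above a set limit, the mean inhibition across all tested compounds plus 3 SD, cut at about 34% in these data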;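 also: 0% = IFN-gamma with DMSO and 100% = IFN-gamma with 300 µM nifuroxazide; values of inactives mirror those of a sister screen read the other way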
# APP 5UTR inh – APP translation inhibition | 190,000 compounds, 0.82% hits | AID 1285 | SH-SY5Y APP 5'UTR-luciferase reporter, luminescence | inhibition, % at 2 µM;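 active = inhibition above a set limit, derived from the sample mean plus 3 SD, cut at about 45% in these data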; also: values of inactives mirror those of a sister screen read the other way
# * hit, by the source's call; · = no result given.
no.	SMILES	Diaphorase act	TLR4-MyD88 BLA	Diaph inh CS	G6PDH counter	STAT1 activator
1	CCc1ccc(N(C(=O)c2ccoc2C)C(C(=O)NC2CCCC2)c2ccc(OC)cc2)cc1 (centres undefined)	0.7	3	31	13	89
2	COc1ccc(/C=N/Nc2cc(OC)ncn2)cc1	0.9	7	11	-9	152*
3	Cc1cc(C)n(CCO)c(=O)n1	1	-6	2	5	95
4	COc1cccc(C(=O)Cn2c(=O)n(CC3CCCO3)c(=O)c3ccccc32)c1 (centres undefined)	0.9	-7	11	5	95
5	COc1ccc(C(=O)Nc2nc3ccccc3s2)cc1OC	·	3	·	14	174*
6	COc1ccc(CCNS(=O)(=O)c2c(N)n(C)c(=O)n(C)c2=O)cc1OC	0.9	2	8	1	98
7	O=C(CCn1c(=O)oc2ccccc21)N1CCN(c2ccccc2F)CC1	0.9	-1	6	9	101
8	Oc1ccccc1Nc1ncnc2c1oc1ccccc12	1	-34	-2	8	110
9	CO/N=C/c1cn(-c2ccc(Cl)cc2)nn1	1	-5	-2	4	102
10	O=C1Nc2cc(Cl)ccc2C1(N1CCNCC1)C(F)(F)F (centres undefined)	0.8	-1	20	1	99

no.	STAT3 inh	Hsp70 act	STAT3 act	STAT1 inh	APP 5UTR inh
1	14	-0.1	98	12	-13
2	51*	-0.2	59	-59	-203
3	-5	-0.2	107	5	1
4	5	-0.2	96	5	-2
5	-8	-0.2	108	-82	-139
6	-7	-0.3	109	1	-9
7	12	-0.2	94	-1	5
8	-66	-0.5	158*	-11	3
9	14	0.0	89	-2	-22
10	3	0.0	100	1	-20

# Next section:
no.	SMILES	Diaphorase act	TLR4-MyD88 BLA	Diaph inh CS	G6PDH counter	STAT1 activator
11	O=c1[nH]cc([N+](=O)[O-])cc1Br	0.9	7	10	9	110
12	Cn1c(=O)c(C(=O)CSc2ccccc2)c(N)n(Cc2ccccc2)c1=O	1	-2	2	3	94
13	Nc1nnc(C(F)(F)F)s1	1	14	1	9	97
14	Cc1nn(-c2ccc(F)cc2)c2c1cc(C#N)c1nc3ccccc3n12	1	-9	1	-3	95
15	COc1ccc(-c2csc(=Nc3ccccc3)n2CCO)cc1	0.8	-13	18	-2	112
16	CN1CCN(C(=O)CCn2nc(-c3ccccc3)c3ccccc3c2=O)CC1	0.9	-9	11	2	95
17	Cc1ccc(C#N)c(SCC(=O)Nc2nccs2)n1	0.9	8	8	18	112
18	Oc1c(C(c2ccco2)N2CCC3(CC2)OCCO3)sc2ncnn12 (centres undefined)	0.9	-12	9	4	100
19	Cc1ccc(NC(=O)CCCN2C(=O)c3cccc4cccc(c34)C2=O)cc1	1.1	10	-9	-23	87
20	CC1C=CCC2C(=O)N(c3cccc(C(=O)N4CCN(c5ccc(F)cc5)CC4)c3)C(=O)C12 (centres undefined)	0.8	-2	21	6	107

no.	STAT3 inh	Hsp70 act	STAT3 act	STAT1 inh	APP 5UTR inh
11	-8	-0.2	104	-11	10
12	17	-0.3	89	5	4
13	4	-0.4	98	4	-11
14	7	1.3	98	5	5
15	10	-0.2	94	-13	-17
16	8	0.1	96	5	10
17	13	-0.3	93	-16	-175
18	7	0.1	101	0	0
19	16	-0.3	89	15	-4
20	0	0.0	103	-8	0

# More results follow.
no.	SMILES	Diaphorase act	TLR4-MyD88 BLA	Diaph inh CS	G6PDH counter	STAT1 activator
21	COc1cccc(N(C(=O)Cn2nnc(-c3ccc(Cl)cc3)n2)C(C(=O)NCC2CCCO2)c2ccc(C)cc2)c1 (centres undefined)	1	12	2	-4	100
22	CC(=O)N1C(C(=O)O)CSC1c1ccc(C)cc1 (centres undefined)	1	·	0	0	·
23	O=C(Nc1ccccc1)NC1(C(=O)N2CCN(c3ncccn3)CC2)CCCCC1	0.9	-1	10	6	110
24	Cc1cccc(-c2cc3nc(-c4ccccc4)cc(N4CCC5(CC4)OCCO5)n3n2)c1	0.8	-8	21	6	92
25	Cc1ccc(NC(=O)Cn2nnc(-c3ccccc3NC(=O)c3cccs3)n2)cc1	0.9	8	9	-2	101
26	CCC1CCCCN1C(=O)CN1C(=O)CSC1=O (centres undefined)	0.8	8	20	13	102
27	Cc1cc(C)cc(S(=O)(=O)c2cnc3ccccc3n2)c1	1.1	10	-7	5	92
28	CC(C)C(=O)Nc1ccc(Sc2ccc(F)cc2)cc1	0.9	-14	13	3	97
29	O=C(CCCn1c(=O)c2sccc2n(CC(=O)OCc2ccccc2)c1=O)NCc1ccco1	0.9	-6	8	2	97
30	CCCCN(CCCC)S(=O)(=O)c1ccc2oc(C(=O)N3CCOCC3)c(C)c2c1	0.7	0	29	12	98

no.	STAT3 inh	Hsp70 act	STAT3 act	STAT1 inh	APP 5UTR inh
21	-4	-0.6	107	-2	5
22	·	·	·	·	-10
23	0	0.0	102	-11	-13
24	15	-0.1	90	3	27
25	6	0.2	93	-1	-14
26	-5	0.1	104	-2	·
27	-11	-0.1	111	8	12
28	17	-0.2	90	4	-2
29	14	-0.4	93	4	3
30	3	-0.3	100	2	-5

# One compound at a time, as listed above.
# Profile of Cc1cc(C)cc(S(=O)(=O)c2cnc3ccccc3n2)c1 = Diaphorase act = 1.1; TLR4-MyD88 BLA = 10; Diaph inh CS = -7; G6PDH counter = 5; STAT1 activator = 92; STAT3 inh = -11; Hsp70 act = -0.1; STAT3 act = 111; STAT1 inh = 8; APP 5UTR inh = 12
# Profile of CC(C)C(=O)Nc1ccc(Sc2ccc(F)cc2)cc1 = Diaphorase act = 0.9; TLR4-MyD88 BLA = -14; Diaph inh CS = 13; G6PDH counter = 3; STAT1 activator = 97; STAT3 inh = 17; Hsp70 act = -0.2; STAT3 act = 90; STAT1 inh = 4; APP 5UTR inh = -2

# More compounds follow:
no.	SMILES	Diaphorase act	TLR4-MyD88 BLA	Diaph inh CS	G6PDH counter	STAT1 activator
31	CC(=O)Oc1ccc(/C=N/NS(=O)(=O)c2ccccc2)cc1	1	-8	3	17	104
32	CC(C)(C)c1ccc(OCC(=O)NNC(=O)c2cccnc2)cc1	1	10	-4	16	103
33	CC(=O)c1cc(C#N)c(N2CCOCC2)nc1C	1	-3	-1	5	88
34	CCc1cc(=O)oc2cc(OCc3nn[nH]n3)ccc12	0.9	-5	9	2	103
35	COC(=O)c1nnn(CC(=O)NC(=O)Nc2ccccc2)c1C(=O)OC	0.9	-7	8	1	98
36	CCOc1ccc(C(=O)N2CCCN(C(=O)c3ccc(OCC)cc3)CC2)cc1	1	5	-3	-7	94
37	O=C(NNC(=O)c1cc2c(s1)CCCC2)c1ccccc1	0.9	-6	14	13	118
38	CC1(C)OC(C)(C)/C(=C/Nc2ccc(O)cc2)C1=O	0.8	7	16	7	100
39	CCN1C(=O)c2ccc(C(=O)NCc3ccccc3)cc2C1=O	1	1	-4	2	102
40	CC(C)NC(=O)COC(=O)CNC(=O)c1cc(Cl)cc([N+](=O)[O-])c1	0.9	7	7	1	106

no.	STAT3 inh	Hsp70 act	STAT3 act	STAT1 inh	APP 5UTR inh
31	19	0.2	90	-6	-10
32	11	-0.4	96	-3	-24
33	10	-0.3	98	12	-4
34	6	-0.5	100	-3	-16
35	-5	-0.6	102	5	4
36	0	-0.1	103	6	-2
37	14	0.0	87	-20	-43
38	2	-0.2	101	0	-1
39	0	-0.3	101	1	-6
40	4	-0.3	101	-7	-19

# More entries.
no.	SMILES	Diaphorase act	TLR4-MyD88 BLA	Diaph inh CS	G6PDH counter	STAT1 activator
41	CCOC(=O)Nc1ccc(S(=O)(=O)Nc2nc(C)cc(C)n2)cc1	0.9	-18	7	4	101
42	COc1ccc(C2CC(C)=NN2C=O)cc1OC (centres undefined)	0.9	-1	11	13	102
43	O=C(NCC1CCCCC1)C1CCN(C(=O)NC2CCCCC2)CC1	0.9	-5	6	-1	106
44	CC(C)COC(=S)Nc1ccccc1	0.9	3	14	-2	109
45	Cc1cc(C(=O)CSc2nnc(-c3ccc(F)cc3)o2)c(C)n1CC1CCCO1 (centres undefined)	0.9	-13	8	4	94
46	CCOCCCNc1c2c(nc3cc(-c4ccc(F)cc4)nn13)CCC2	1	-21	0	1	106
47	O=C(CCCOc1ccc(Cl)cc1Cl)N1CCCc2ccccc21	0.8	12	21	-3	107
48	Cc1ccccc1CS(=O)(=O)CCC(=O)O	1	13	2	3	96
49	CCOC(=O)Cc1c[nH]c2ccccc12	0.9	-1	6	-1	85
50	Cc1ccc(-n2nnnc2-c2cnc3ccc(Cl)cc3c2-c2ccccc2)cc1	0.8	9	18	6	102

no.	STAT3 inh	Hsp70 act	STAT3 act	STAT1 inh	APP 5UTR inh
41	2	0.0	98	-1	-2
42	9	-0.3	98	-2	-3
43	8	-0.5	98	-6	0
44	-1	0.2	107	-9	-34
45	7	-0.2	98	7	-15
46	16	0.3	93	-9	3
47	-19	-0.2	113	-8	-28
48	7	-0.4	98	3	-12
49	-4	-0.4	108	16	2
50	12	-0.1	91	-2	-20

# Shown as a hit in STAT1 activator (from the list above):
no.	smiles	TLR4-MyD88 BLA	Diaph inh CS	STAT1 activator	Hsp70 act	STAT3 act	STAT1 inh	APP 5UTR inh
2	COc1ccc(/C=N/Nc2cc(OC)ncn2)cc1	7	11	152*	-0.2	59	-59	-203
5	COc1ccc(C(=O)Nc2nc3ccccc3s2)cc1OC	3	·	174*	-0.2	108	-82	-139

# (list continues)
no.	SMILES	Diaphorase act	TLR4-MyD88 BLA	Diaph inh CS	G6PDH counter	STAT1 activator
51	Cc1cccc(C(C)(C)C)c1OCCN1CCCC1	1	5	2	5	100
52	CCCCC(=O)Nc1cc(-c2nc3ncccc3o2)ccc1C	0.9	-6	12	0	100
53	CCOC(=O)C1CCCN(C(=O)c2sc3nc(C)nc(N4CCOCC4)c3c2C)C1 (centres undefined)	1	7	-2	7	97
54	Cc1ccc(NC(=O)COc2ccccc2CNC(C)(C)CC(C)(C)C)cc1	0.9	4	7	3	100
55	Cc1cc(Oc2ccccc2)nc(SCC(=O)Nc2ccc(Cl)cc2Cl)n1	0.9	-17	11	4	92
56	NCCCC[C@H]1CNC(=S)N1CCCCC1CCCCC1	1.2	-9	-16	6	83
57	Cc1ccc(S(=O)(=O)NNC(=O)Cc2cccn2C)cc1	0.9	0	6	4	94
58	COC(=O)c1c(O)cc(C(C)(C)C)n(-c2ccc(F)cc2)c1=O	0.9	3	7	5	104

no.	STAT3 inh	Hsp70 act	STAT3 act	STAT1 inh	APP 5UTR inh
51	0	-0.1	99	0	-5
52	21	-0.2	86	-4	0
53	4	-0.1	102	4	-11
54	0	-0.2	97	-1	-12
55	7	0.1	96	8	-6
56	·	-0.1	·	20	-1
57	1	0.2	101	4	6
58	-1	-0.4	101	-4	-19
